IL1B NFkB inh: blocks IL-1B driven NFkB nuclear translocation in HUVEC cells; hit rate 0.43% among 94,000; HUVEC IL-1B NFkB p65 nuclear translocation imaging; inhibition, % at 2 µM;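 active = inhibition above about 30% together with a positive call from visual inspection of the well image, limit read from the data; inconclusive = inhibition above a set limit but visual check negative; inactive = inhibition not above a set limit, visual check negative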;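 also: nuclear over cytoplasmic p65 intensity ratio measured by imaging; 0% = IL-1B stimulated DMSO wells and 100% = unstimulated DMSO wells; values of inactives mirror those of a sister screen read the other way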
MRP reversal: MRP-mediated drug resistance reversal; hit rate 0.04% among 85,000; differential viability (reversal), % at 10 µM; H69AR cells + 2 uM doxorubicin, CellTiter-Glo, 72 h;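 active = viability drop by adding the cancer drug above about 55%, with treated viability meeting a 40% cutoff, limit read from the data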;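 also: viability without doxorubicin minus viability with 2 µM doxorubicin for each compound; larger differential means the compound sensitizes cells more to doxorubicin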
Bcl-B displacement: displacers of TR3 peptide from Bcl-B, primary screen, selectivity assay for Bfl-1 inhibitor project, biochemical, fluorescence polarization. FP displacement of FITC-TR3 peptide from Bcl-B; higher % means a stronger effect. one-dose displacement, % at 20 µM; IC50 in µM for titrated hits. hit rate 0.11% among 96,000. AID 748;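 active = displacement above 50% at 20 µM plus a fluorescence interference ratio under 1.5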;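 also: plate controls were wells without compound for no effect and wells lacking Bcl-B protein for full effect; a part of the inactive calls stands beside numbers as strong as those of hits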
PLAP inhibitors HTS: inhibition of human placental alkaline phosphatase – biochemical, luminescence, HTS (AID 690); purified PLAP, luminescent substrate; higher % means a stronger effect; inhibition, % at 20 µM; hits with a dose series show IC50 in µM; hit rate 0.08% among 96,000; in the data active = a potency from the dose series; inactive = the rest, 99 in 100 with inhibition below about 30%; also: strong numbers were not always called active
IL1B NFkB pot: enhances IL-1B driven NFkB nuclear translocation | HUVEC IL-1B NFkB p65 nuclear translocation imaging | activation, % at 2 µM | hit rate 0.3% among 94,000;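 active = activation above 40%, about the mean plus 3 SD, also judged a hit on visual image review; inconclusive = activation above 40% but not a hit on visual review; inactive = activation not above 40% and no visual hit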;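 also: percent activation is computed from the nuclear over cytoplasmic p65 intensity ratio; values of inactives mirror those of a sister screen read the other way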
MRP reversal cytotoxicity: also measured in MRP reversal; calls as there; viability, %; H69AR cells, CellTiter-Glo, 72 h; measured here: cytotoxicity without doxorubicin
MRP reversal with doxorubicin: recorded beside MRP reversal, whose call it bears; viability, %; measured here: viability with 2 uM doxorubicin; hits give low values
IL1B NFkB inh cell count 2 µM: also measured in IL1B NFkB inh; calls as there; cell count; measured here: cells passing quality filter;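 raw number of nuclei counted in each imaged well without normalization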
IL1B NFkB pot cell count 2 µM: recorded beside IL1B NFkB pot, whose call it bears; cell count; measured here: cells passing quality filter
* hit, by the source's call; ? = inconclusive; nt = not tested or not shown. Only part of the results is shown. The share of hits here may be higher or lower than overall.

Every second line gives: IL1B NFkB inh, MRP reversal, MRP reversal cytotoxicity, IL1B NFkB pot cell count 2 µM, IL1B NFkB pot, PLAP inhibitors HTS, MRP reversal with doxorubicin, Bcl-B displacement, IL1B NFkB inh cell count 2 µM
(1) COc1ccc(OCC(=O)N2CCN(c3nnc(-c4ccccc4)c4ccccc34)CC2)cc1
    -11, 11, 40, 151, 11, -50%, 29, -10%, 151
(2) COc1ccc(S(=O)(=O)N(CC(=O)N2CCN(C)CC2)C2CCCCC2)cc1OC
    2, -7, 92, 112, -2, -72%, 100, -3%, 112
(3) Cc1ccc(C)c(OCCCCCn2ccnc2)c1
    -8, 12, 90, 60, 8, -14%, 78, -8%, 60
(4) COc1ccc(/C=C(/C(=O)c2ccc(Cl)cc2Cl)n2cncn2)cc1
    4, nt, nt, 102, -4, 2%, nt, 18%, 102
(5) Cc1cc(C)c2[nH]c(=O)c(CN(CC3CCCO3)C(=O)C3CCCO3)cc2c1 (configuration not stated)
    -109, 5, 77, nt, ?, -21%, 72, -22%, 139
(6) N#CCSc1nnc(Cc2cccc3ccccc23)n1C1CCCCC1
    -11, -6, 71, 115, 11, -42%, 78, -1%, 115
(7) COC(=O)c1ccc(CSc2nc3sc4c(c3c(=O)n2C)CCCC4)o1
    nt, 8, 88, nt, nt, -71%, 81, -23%, nt
(8) CC(C)(C)c1ccc(C(=O)NCC(=O)OCN2C(=O)c3ccccc3C2=O)cc1
    -16, 0, 104, 145, 16, nt, 105, nt, 145
(9) CCOc1cc(/C=C2/NC(=O)N(CC(=O)Nc3cccc(C)c3)C2=O)ccc1O
    -6, -32, 58, 133, 5, nt, 90, nt, 133
(10) O=C(NCc1ccco1)c1cc2sccc2n1Cc1ccccc1
    -32, -3, 62, 146, 32, nt, 65, nt, 146
(11) Cc1ccc(S(=O)(=O)Oc2ccc3c(c2)O/C(=C\c2cccnc2)C3=O)cc1
    6, -30, 25, 159, -6, -10%, 54, -30%, 159
(12) COc1ccc(/C=N/NC(=O)c2cccc([N+](=O)[O-])c2)cc1OS(=O)(=O)c1ccc(C)cc1
    nt, nt, nt, nt, nt, 2%, nt, 2%, nt
(13) COc1cccc(Nc2cc(C)nc3nc(C)nn23)c1
    16, 5, 88, 167, -16, -83%, 82, -3%, 167
(14) CCOc1cccc2cc(C(=O)Nc3cc(C)on3)c(=O)oc12
    -18, 6, 89, 145, 18, 28%, 83, -20%, 145
(15) O=C(NCCCN1CCN(CCCNC(=O)c2ccc(F)cc2)CC1)c1ccc(F)cc1
    -10, 9, 97, 115, 10, -27%, 89, 0%, 115

(further entries)
Every second line gives: IL1B NFkB inh, MRP reversal, MRP reversal cytotoxicity, IL1B NFkB pot cell count 2 µM, IL1B NFkB pot, PLAP inhibitors HTS, MRP reversal with doxorubicin, Bcl-B displacement, IL1B NFkB inh cell count 2 µM
(16) Cc1ccc(NC(=O)c2ccc(S(=O)(=O)NCC3CCCO3)cc2)cc1 (configuration not stated)
    -2, 10, 92, 155, 2, 17%, 83, -1%, 155
(17) Cc1ccc(-n2c(SCC(=O)NCc3ccco3)nc3sc4c(c3c2=O)CC(C)(C)SC4)cc1
    -8, -23, 54, 181, 8, -1%, 77, -7%, 181
(18) CCC(=NC(CC)CO)C1=C(O)CC(C)(C)CC1=O (configuration not stated)
    -15, 2, 94, 119, 15, 0%, 93, -1%, 119
(19) Cc1cnc(NC(=O)c2c(O)c3cccc4c3n(c2=O)CCC4)s1
    -2, -7, 6, 171, 2, -22%, 12, 3%, 171
(20) Cn1cccc1/C=N/n1cnnc1
    nt, 3, 95, nt, nt, 12%, 92, -7%, nt
(21) Cc1ccc(NC(=O)N2CCCN(Cc3ccc(F)cc3)C2)cc1C
    4, -52, 28, 74, -4, 19%, 80, -9%, 74
(22) COc1ccc(-c2cccc(C(=O)Nc3ccc(C)cc3)c2)cc1
    -10, nt, nt, 141, 10, 22%, nt, -8%, 141
(23) CC(C)(C)n1ncc2c(=O)n(CC(=O)N3CCN(c4ccccc4)CC3)cnc21
    -11, -2, 107, 114, 11, 7%, 108, 8%, 114
(24) Cc1ccc(-c2nnc(-c3ccc(NC(=O)Cc4cccs4)cc3)o2)cc1
    6, nt, nt, 115, -6, -15%, nt, 0%, 115
(25) Cc1ccc(OCc2ccc(C(=O)Nc3c(C)nn(Cc4c(F)c(F)c(F)c(F)c4F)c3C)o2)c([N+](=O)[O-])c1
    4, nt, nt, 125, -4, 0%, nt, -8%, 125
(26) O=C(CCN1CCN(c2ccccn2)CC1)Nc1ccc(F)cc1
    -10, nt, nt, 82, 10, -8%, nt, -1%, 82
(27) O=P(O)(CCc1ccccn1)CN1CCCCC1
    -23, 0, 100, 163, 23, 5%, 99, -4%, 163
(28) Cc1nn(-c2cc(C)c3ccccc3n2)c2c1CCC2
    -7, -2, 98, 164, 7, 3%, 100, -1%, 164
(29) O=C(OCCN1C(=O)c2ccccc2C1=O)C1CCN(S(=O)(=O)c2cccs2)CC1
    8, 20, 106, 85, -8, -30%, 86, -1%, 85
(30) Cc1cccc(Nc2ccccc2C(=O)OCC(=O)N(C)C2CCS(=O)(=O)C2)c1C (configuration not stated)
    1, nt, nt, 102, -1, 3%, nt, -19%, 102

Carrying on:
Every second line gives: IL1B NFkB inh, MRP reversal, MRP reversal cytotoxicity, IL1B NFkB pot cell count 2 µM, IL1B NFkB pot, PLAP inhibitors HTS, MRP reversal with doxorubicin, Bcl-B displacement, IL1B NFkB inh cell count 2 µM
(31) CCc1ccc2nc3sc(C(=O)Nc4nnc(CC)s4)c(N)c3cc2c1
    0, nt, nt, 152, 0, -33%, nt, -9%, 152
(32) CC(=O)Nc1ccc(Sc2ncccc2C(=O)Nc2cc(Cl)cc(Cl)c2)cn1
    9, nt, nt, 130, -9, -2%, nt, -11%, 130
(33) CC/C(=N\NC(=O)CSCc1ccccc1Br)c1ccc2c(c1)OCCO2
    -3, nt, nt, 165, 3, 15%, nt, -3%, 165
(34) CC(=O)Nc1ccc2nc(N)sc2c1
    -15, -6, 78, 145, 15, nt, 84, nt, 145
(35) CCOc1cc(C2C(C#N)=C(N)Oc3n[nH]c(C)c32)ccc1OCCN1CCOCC1 (configuration not stated)
    0, 20, 108, 172, 0, -63%, 88, 0%, 172
(36) O=C(NCCc1ccccc1)C(=O)N/N=C/c1ccc2c(c1)OCO2
    -14, nt, nt, 123, 14, -8%, nt, -7%, 123
(37) COc1cc(C2Nc3cccc4cccc(c34)N2)ccc1OC(C)=O
    -1, nt, nt, 67, 1, -25%, nt, 23%, 67
(38) CCOC(=O)CN(C(=O)CSc1nnc2c(n1)[nH]c1ccc(F)cc12)c1ccccc1
    3, -9, 63, 154, -3, -25%, 72, 12%, 154
(39) C=CCn1c(SCC(=O)c2ccc(NS(=O)(=O)c3ccccc3)cc2)nnc1-c1cccs1
    nt, -1, 44, nt, nt, -42%, 45, -6%, nt
(40) CC(C)C(=O)Nc1ccc(NC(=S)NC(=O)c2ccc([N+](=O)[O-])cc2)cc1
    -12, nt, nt, 171, 13, 17%, nt, -1%, 171
(41) O=c1sc2ccccc2n1COc1ccccc1
    1, 23, 107, 89, -1, nt, 84, 3%, 89
(42) O=C(Nc1ccc(Cl)cn1)c1ccc(COCC(F)(F)C(F)F)o1
    3, -3, 94, 137, -3, 14%, 98, 21%, 137
(43) O=C(COc1ccc2ccccc2c1Br)Nc1ncn[nH]1
    nt, -17, 90, nt, nt, -52%, 108, -4%, nt
(44) COc1cc2nc(C)sc2cc1SC
    nt, -6, 98, nt, nt, -7%, 104, 7%, nt
(45) CCN(Cc1ccccc1)C(=O)Cn1c(=O)n(CC(=O)NCc2ccco2)c(=O)c2sccc21
    -12, 14, 94, 176, 12, 2%, 80, 13%, 176

(further entries)
Every second line gives: IL1B NFkB inh, MRP reversal, MRP reversal cytotoxicity, IL1B NFkB pot cell count 2 µM, IL1B NFkB pot, PLAP inhibitors HTS, MRP reversal with doxorubicin, Bcl-B displacement, IL1B NFkB inh cell count 2 µM
(46) Cc1cc(C)n(CCOc2nonc2N)n1
    -2, 0, 95, 203, 2, -6%, 95, 0%, 203
(47) O=C(CN1CCC(Cc2ccccc2)CC1)Nc1ccc2c(c1)OCCO2
    1, 1, 78, 108, -1, -50%, 77, -1%, 108
(48) COCc1cc(C)nc(N2CCN(c3ccccc3)CC2)c1C#N
    nt, 13, 88, nt, nt, -11%, 75, -4%, nt
(49) CSC(=NC#N)N1CCN(c2ccccc2)CC1
    -10, nt, nt, 127, 10, -2%, nt, -3%, 127
(50) Fc1ccc(NCc2cccnc2)cc1F
    nt, -6, 100, nt, nt, 23%, 106, 42%, nt
(51) CCOC(=O)c1ccc(NC(=O)N2CCN(C3CCCCC3)CC2)cc1
    -6, -2, 85, 132, 6, -65%, 87, -2%, 132
(52) O=C(O)CCCNc1ccc(S(=O)(=O)Nc2ccccc2C(=O)O)cc1C(=O)O
    -2, nt, nt, 140, 2, 3%, nt, -7%, 140
(53) CCOC(=O)CSc1nnc(-c2ccc(S(=O)(=O)NCc3cccs3)cc2)o1
    -21, 6, 93, 120, 21, nt, 87, nt, 120
(54) CCCNC(=O)C1CCN(S(=O)(=O)c2ccc3nc4c(c(C(=O)O)c3c2)CCCCC4)CC1
    -4, 17, 94, 63, 4, -5%, 77, 0%, 63
(55) CCCC(=O)n1nc(-c2cccnc2)nc1N
    0, 6, 100, 130, 0, -16%, 94, 6%, 130
(56) Cc1cc(N/C=C2\CCCCC2=O)no1
    3, -2, 90, 71, -3, 17%, 92, -1%, 71
(57) COc1ccccc1/C=C/CN1CC(C)OC(C)C1 (configuration not stated)
    -15, 9, 92, 132, 15, 12%, 83, -3%, 132
(58) CP(=O)(COC(=O)c1ccccc1)COC(=O)c1ccccc1
    nt, -4, 86, nt, nt, -36%, 91, 8%, nt
(59) CCOc1ccc2[nH]c(=O)c(CN(CC3CCCN3CC)C(=O)NCc3ccccc3)cc2c1 (configuration not stated)
    nt, 5, 82, nt, nt, -61%, 77, -8%, nt
(60) Cc1cc2n(n1)C(c1ccc3c(c1)OCO3)Nc1ccccc1-2 (configuration not stated)
    -10, 4, 97, 215, 10, 8%, 93, -7%, 215

Following part:
Every second line gives: IL1B NFkB inh, MRP reversal, MRP reversal cytotoxicity, IL1B NFkB pot cell count 2 µM, IL1B NFkB pot, PLAP inhibitors HTS, MRP reversal with doxorubicin, Bcl-B displacement, IL1B NFkB inh cell count 2 µM
(61) O=C(O)C1CC(=O)N(C2CCCCC2)C1c1ccccc1 (configuration not stated)
    -8, -8, 103, 167, 8, -6%, 111, -2%, 167
(62) COCCNC(=O)c1ccc2c(=O)n(CCOC)c(=O)[nH]c2c1
    13, nt, nt, 114, -13, -4%, nt, 2%, 114
(63) COc1ccc(/C=C/C(=O)NC(C)C)cc1Br
    -12, nt, nt, 108, 12, 14%, nt, -1%, 108
(64) Cc1[nH]c(=O)[nH]c(=O)c1NC(=O)c1cccs1
    -10, 9, 99, 128, 10, 2%, 90, -1%, 128
(65) Cc1cccc(N(CC(O)CN(C)C)S(=O)(=O)c2ccccc2)c1 (configuration not stated)
    -15, -1, 91, 61, 15, 8%, 93, -10%, 61
(66) Cc1ccc2nc(N3CCN(Cc4nnnn4Cc4ccccc4)CC3)c(C#N)cc2c1
    -22, 7, 100, 117, 22, -67%, 93, -18%, 117
(67) Cc1ccccc1OCc1nc2c3cnn(C)c3ncn2n1
    -3, 6, 94, 113, 3, -12%, 88, -9%, 113
(68) CCOC(=O)CNC(=O)CN1C(=O)CCSc2ccccc21
    nt, nt, nt, nt, nt, -7%, nt, 1%, nt
(69) CSc1nc(Oc2ccc(=O)n(C)n2)nc(N(C)C)n1
    5, 8, 99, 165, -5, 11%, 91, -1%, 165
(70) CCCCn1nnnc1SCC(=O)NCc1ccccc1
    7, -15, 93, 175, -7, 23%, 108, 4%, 175
(71) Cc1c(Cl)c([N+](=O)[O-])nn1CCCC(=O)Nc1sc2c(c1C#N)CCC2
    -2, nt, nt, 133, 2, 0%, nt, 0%, 133
